# From PubChem BioAssay
# TRPC4 inh – blocks the mouse TRPC4 cation channel; Q9QUQ5; HEK293 TRPC4beta/mu-opioid, DAMGO-evoked Fluo4 calcium flux; hits give low values; B-score at 10 µM; 0.39% of 300,000 active;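 active = B-score over 3 SD under the library average, no early fluorescence shift, positive overall ratio signal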
#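 Material: HEK293 cells with stable TRPC4beta plus mu-opioid receptor expression; probe or stimulus: DAMGO in two steps, submaximal then maximal; technique: Fluo4 calcium fluorescence by kinetic imaging, 5 s 1 Hz baseline; measure: integrated fluorescence ratio relative to baseline, converted to per-well B score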
# MrgX1 antagonist – human MrgX1 receptor antagonism, primary screen; B-score at 10 µM; Q96LB2; MRGX1-HEK293 calcium flux, Fluo-4, BAM8-22 antagonism; hits give low values; 1.3% of 310,000 active; AID 588676;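 active = calcium-response B-score plate-corrected more than 3 library SD below zero, starting fluorescence within 5 deviations, no agonist response on first addition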;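 note: peak minus trough fluorescence over baseline after final BAM8-22 challenge near maximal dose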
# Target sequence (Q96LB2 whole entry, looked up): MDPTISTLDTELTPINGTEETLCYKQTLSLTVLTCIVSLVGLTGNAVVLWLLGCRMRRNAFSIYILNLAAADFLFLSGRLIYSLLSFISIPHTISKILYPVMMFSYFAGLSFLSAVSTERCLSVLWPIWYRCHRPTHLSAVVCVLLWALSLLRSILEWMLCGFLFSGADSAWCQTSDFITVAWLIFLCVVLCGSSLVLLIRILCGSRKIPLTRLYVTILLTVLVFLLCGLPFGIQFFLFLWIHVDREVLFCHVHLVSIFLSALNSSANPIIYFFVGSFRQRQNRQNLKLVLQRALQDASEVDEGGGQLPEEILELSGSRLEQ
# TRPC6 act – activators of mouse TRPC6 channel | Q61143 | HEK293-TRPC6 membrane potential dye fluorescence; hits give high values | B-score at 10 µM | 0.13% of 310,000 active | AID 2550;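 active = B-score of the integrated fluorescence ratio above library mean plus 3 SD, and starting fluorescence ratio within library mean plus 5 SD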;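 note: higher score means more depolarization so channel activation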
# TRPC4 agonist – opens the mouse TRPC4 cation channel. HEK293 TRPC4beta/mu-opioid, Fluo4 calcium fluorescence; hits give high values. B-score at 10 µM. 0.49% of 310,000 active;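 active = B-score above 5 SD of library B-scores, and initial fluorescence ratio not above library mean plus 5 SD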;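 note: positive B-score marks a calcium rise read as TRPC4 activation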
#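 Assay system: HEK293 cells stably co-expressing mouse TRPC4beta and mu-opioid receptor / Timing: Fluo4 dye loading 45 min at room temperature, 110 s recording / Signal: Fluo4 calcium-sensitive dye fluorescence, kinetic, 1 Hz baseline / Read-out: integrated baseline-normalised fluorescence ratio, converted to per-well B score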
# MrgX1 allo act – human MrgX1 positive allosteric modulation, primary screen; MrgX1-HEK293, Fluo-4 calcium flux, FDSS; hits give high values; B-score at 10 µM; 0.63% of 310,000 active; Q96LB2; AID 588675;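 active = plate-corrected calcium response at least 3 library SD above typical, normal starting fluorescence, not activating the receptor alone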;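 note: compound read alongside a low EC10 to EC30 dose of BAM8-22 agonist; peak minus trough fluorescence over baseline measured at the second addition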
# MrgX1 ag – agonists of human MrgX1 receptor | B-score at 10 µM | AID 588627 | 0.44% of 310,000 active | MrgX1-HEK293 cells, Fluo-4 calcium fluorescence, agonist mode; hits give high values | Q96LB2;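 active = calcium response B-score plate-corrected fluorescence ratio at least 3 library SD, with starting fluorescence B-score inside 5 SD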
#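 times = overnight plating, then 30 min 37 °C plus 30 min room-temperature dye loading | assay system = stable human MrgX1 HEK293 cell line | input = fifteen thousand cells per well | signal = kinetic calcium dye fluorescence, Fluo-4 NW | dosing = compound delivered in addition one of three | read-out = B-scored fluorescence response ratio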
# TRPC6 inhibitor – inhibitors of mouse TRPC6 channel; Q61143; HEK293-TRPC6, membrane potential dye, ACh-evoked depolarization; hits give low values; B-score at 10 µM; 1.1% of 310,000 active;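 active = B-score under library mean minus 3 SD, initial fluorescence not abnormally high, positive integrated signal ratio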;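 note: B-score derived from integrated fluorescence ratio over the kinetic read; more negative B-score means stronger inhibition of depolarization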
# AI-2 QS modul – modulators of Vibrio harveyi AI-2 quorum sensing system; AID 2094; 0.4% of 300,000 active; Vibrio harveyi JMH597 AI-2 luminescence/OD600 ratio, 9 h; hits give low values; strain lacks LuxN and CqsS sensors; 0 = neutral-control median; activity change, % at 7.5 µM; in the data active = activity change below about -75%, passing the limit was not always enough;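 note: luminescence divided by OD600 gain over 9 h not by final OD600 alone; inactives centre near 13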
# TRPC4 potent – allosterically enhances the mouse TRPC4 cation channel | 0.42% of 310,000 active | HEK293 TRPC4beta/mu-opioid, DAMGO EC20, Fluo-4 Ca2+ flux; hits give high values | B-score at 10 µM | Q9QUQ5 | AID 2227;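 active = B-score of calcium response area above 5 SD of library B-scores, with initial fluorescence ratio within 5 SD of library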;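 note: B-score of integrated fluorescence ratio over time as area under calcium response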
# HIF activator – HIF pathway transcriptional activation; 0.32% of 300,000 active; activation, % at 7.5 µM (by protocol); U2OS HRE-luciferase reporter, luminescence; normalized: DMSO 0%, desferrioxamine 100%;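 active = mean activation of at least 10% of the iron chelator positive control signal, with at least half of replicates also reaching 10%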
# PolyA inh – inhibitors of polyadenylation in S. cerevisiae; S. cerevisiae SKY197-pL101 polyadenylation reporter, beta-gal luminescence; efflux-impaired pdr1/pdr3 knockout yeast; score 100 = 6 SD above DMSO; 0.02% of 300,000 active; AID 1875; calls only at 12 µM;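 active = lowest replicate activity score at least 50, where 100 means six control SD above control mean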;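 note: yeast exposed to compound for 9 h at 30 °C; higher score means more reporter readthrough which indicates perturbed polyadenylation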
# * hit, by the source's call; i = inactive; / = not tested or not shown.
SMILES,TRPC4 inh,MrgX1 antagonist,TRPC6 act,TRPC4 agonist,MrgX1 allo act,MrgX1 ag,TRPC6 inhibitor,AI-2 QS modul,TRPC4 potent,HIF activator,PolyA inh
Cc1cc(C)c(OCC(=O)OC(C)C(=O)N2CCc3ccccc32)c(C)c1 (stereo unspecified),i,i,i,i,i,i,i,27,i,-0.1,i
Cc1ccccc1NC(=O)NC1(C(=O)N2CCCC2)CCCCC1,i,i,i,i,i,i,i,13,i,-0.1,i
N#Cc1c(N)oc(-c2ccco2)c1-c1ccco1,i,i,i,i,i,i,i,17,i,-0.3,i
COC(=O)c1cc2c(-c3ccccc3)c(C)c3ccccn3c-2c1C(=O)OC,i,i,i,i,i,i,i,15,i,-0.3,i
Cn1c(CNC(=O)c2ccc3c(c2)OCO3)nnc1SCC(=O)Nc1ccc(F)cc1F,i,i,i,i,i,i,i,21,i,0.2,i
COc1ccccc1NS(=O)(=O)c1ccc2oc(SCc3ccc(F)cc3)nc2c1,i,i,i,i,i,i,i,44,i,0.0,i
Cc1ccc(C(=O)Nc2nc(=O)n(C)s2)cc1,i,i,i,i,i,i,i,34,i,3.5,i
CCc1cc[n+](-c2nc([O-])sc2C=O)cc1,i,i,i,i,i,i,i,28,i,-0.4,i
Cc1cc(C(=S)N2CCOCC2)c(C)n1-c1ccc(F)cc1,i,i,i,i,i,i,i,6,i,-0.2,i
CCCc1cc(=O)[nH]c(SCC(=O)N(C)CC(=O)Nc2ccc(C)cc2)n1,i,i,i,i,i,i,i,28,i,0.0,i
CCc1nnc(NS(=O)(=O)c2ccc(NC(=O)c3ccc(Cl)cc3)cc2)s1,i,i,i,i,i,i,i,19,i,0.9,i
CC1CCCCN1C(=O)CCC(=O)Nc1nnc(C2CCCCC2)s1 (stereo unspecified),i,i,i,i,i,i,i,8,i,0.3,i
CCCN(C(=O)CCNC(=O)Cn1cnc2ccccc2c1=O)c1cccc(Cl)c1,i,i,i,i,i,i,i,6,i,-0.3,i
O=C(/C=C/c1ccc2c(c1)OCO2)N1CCN(c2ccc(Cl)cc2)CC1,i,i,i,i,i,i,i,10,i,-0.6,i
CN=C1S/C(=C\c2ccc(O)c(Br)c2)C(=O)N1C,i,i,i,i,i,i,i,8,i,-0.2,i
CCC(C)N1C(=O)CN(C2CCCCCC2)C(=O)C1c1ccccc1F (stereo unspecified),i,i,i,i,i,i,i,14,i,-0.7,i
Cc1cccc2c(=O)cc(C)n(Cc3ccccc3)c12,i,i,i,i,i,i,i,1,i,-0.8,i
Cc1ccc(NC(=S)NC2CCN(Cc3ccccc3)CC2)c(C)c1,i,i,i,i,i,i,i,14,i,0.1,i
O=C(CN1C(=O)C2C3C=CC(C3)C2C1=O)N1CC(=O)N(CCc2ccccc2)C(=O)C1 (stereo unspecified),i,i,i,i,i,i,i,13,i,0.1,i
O=C(Nc1cccc2ncccc12)C12CC3CC(CC(C3)C1)C2,i,i,i,i,i,i,i,-1,i,0.7,i
C(=N\Nc1nc2ccccc2[nH]1)/c1c[nH]c2ccccc12,i,i,i,i,i,i,-9.7*,3,i,3.1,i
COC(=O)Nc1nc(-c2ccc(F)cc2)c(C)s1,i,i,i,i,i,i,i,7,i,1.4,i
Cc1ccc(CC(=O)O/N=C(\N)c2ccccn2)cc1,i,i,i,i,i,i,i,-84*,i,2.6,i
CN1C(=O)C(CC(=O)Nc2ccc(F)cc2)N(Cc2cccs2)C1=S (stereo unspecified),i,i,i,i,i,i,i,2,i,0.0,i
CCOc1ccc(C(=O)NCC(=O)NNC(=O)CN(C)S(=O)(=O)c2ccc(Cl)cc2)cc1,i,i,i,i,i,i,i,14,i,0.0,i
# New compounds follow
SMILES,TRPC4 inh,MrgX1 antagonist,TRPC6 act,TRPC4 agonist,MrgX1 allo act,MrgX1 ag,TRPC6 inhibitor,AI-2 QS modul,TRPC4 potent,HIF activator,PolyA inh
NC(=O)COC(=O)c1cc(S(=O)(=O)N2CCN(c3ccccc3)CC2)ccc1Cl,i,i,i,i,i,i,i,19,i,0.1,i
O=C(Cc1ccc(Cl)cc1)Nc1ccc2oc(-c3ccncc3)nc2c1,i,i,i,i,i,i,i,13,i,0.3,i
COc1ccc2c(c1)OC1=C(C(=O)CCC1)C2C1=C(O)CCCC1=O (stereo unspecified),i,i,i,i,i,i,i,24,i,-0.1,i
CNc1ccc(Br)cc(C(=O)/C=C/c2cccc(OC)c2)c1=O,i,i,i,i,i,i,i,18,i,0.3,i
COc1ccccc1CNC(=O)C(NS(=O)(=O)c1cccc2nsnc12)C(C)C (stereo unspecified),i,i,i,i,i,i,i,17,i,-0.1,i
CN(C(=O)CCc1ccccc1F)C1CCCN(Cc2ccccc2F)C1 (stereo unspecified),i,i,i,i,i,i,i,25,i,0.5,i
Cc1ccc(Cl)c(OCC(O)CN(CCO)CCO)c1 (stereo unspecified),i,i,i,i,i,i,i,15,i,-1.0,i
O=C1COc2ccc(S(=O)(=O)CCC(=O)N3CCN(c4cccc(C(F)(F)F)c4)CC3)cc2N1,i,i,i,i,i,i,i,11,i,-0.8,i
Cc1ccc(C)c(N(CC(=O)N2CCc3ccccc3C2)S(C)(=O)=O)c1,i,i,i,i,i,i,i,18,i,0.1,i
O=C(NC1CCCC1)C(c1cccs1)N(Cc1ccco1)C(=O)Cn1nnc(-c2cccs2)n1 (stereo unspecified),i,i,i,i,i,i,i,2,i,-12,i
CCOc1ccc(C2C(C(=O)c3ccc(C)o3)=C(O)C(=O)N2CCCN(CC)CC)cc1 (stereo unspecified),i,i,i,i,i,i,i,18,i,-0.1,i
CC(N=c1ccccn1C(=O)Nc1ccc(F)cc1)c1ccco1 (stereo unspecified),i,i,i,i,i,i,i,-7,i,0.0,i
Cc1ccc(NC(=O)c2cc(NC(=O)c3ccco3)ccc2N2CCOCC2)cc1Cl,/,i,/,/,i,i,/,28,/,0.7,i
CC1=C(C(=O)Nc2ccccc2)C(c2ccc(C)o2)N2C(=O)CSC2=N1 (stereo unspecified),i,i,i,i,i,i,i,33,i,-0.1,i
COc1cc2c(cc1OC)C(c1ccc(Cl)cc1)=NCC2,i,i,i,i,i,i,-6.2*,18,i,0.2,i
O=C(CCOc1ccccc1)Nc1cccc(S(=O)(=O)Nc2ccccc2Cl)c1,i,i,i,i,i,i,i,14,i,-1.0,i
CCOc1ccc(S(=O)(=O)NCc2cccnc2)cc1NC(=O)c1ccccc1F,i,i,i,i,i,i,i,/,i,1.2,i
CN(C)C(=O)N1CCCC(C(=O)NCc2ccccc2Cl)C1 (stereo unspecified),i,i,i,i,i,i,-5.3*,13,i,-0.1,i
CCNc1nc(NCc2ccccc2)nc(SCC(=O)Nc2ccccc2)n1,i,i,i,i,i,i,i,29,i,-2.7,i
CN(C1CCS(=O)(=O)C1)S(=O)(=O)c1ccccc1[N+](=O)[O-] (stereo unspecified),i,i,i,i,i,i,i,12,i,-0.1,i
COc1ccc(C2C(C(=O)c3ccc(C)o3)=C(O)C(=O)N2c2cc(C)on2)cc1OC (stereo unspecified),i,i,i,i,i,i,i,15,i,-1.1,i
O=C1CC(c2ccc(S(=O)(=O)N3CCCCC3)cc2)CN1 (stereo unspecified),i,i,i,i,i,i,i,26,i,-0.3,i
CC(=O)Nc1ccc(S(=O)(=O)Nc2ccc(Cl)cn2)cc1,i,i,i,i,i,i,i,29,i,0.1,i
NS(=O)(=O)c1ccc(NC(=S)N2CCN(Cc3ccc(Cl)c(Cl)c3)CC2)cc1,i,i,i,i,i,i,i,5,i,1.0,i
COCCCN(C(=O)Cc1csc(-c2cccc(Cl)c2)n1)c1c(N)n(Cc2ccccc2)c(=O)[nH]c1=O,i,i,i,i,i,i,i,-6,i,-1.4,i
# Next part
SMILES,TRPC4 inh,MrgX1 antagonist,TRPC6 act,TRPC4 agonist,MrgX1 allo act,MrgX1 ag,TRPC6 inhibitor,AI-2 QS modul,TRPC4 potent,HIF activator,PolyA inh
CC1CCN(CC(=O)Nc2cccc([N+](=O)[O-])c2)CC1,i,i,i,i,i,i,i,40,i,-0.1,i
CCOC(=O)/C=C1\SCC(=O)N1CC(=O)Nc1cccc(F)c1,i,i,i,i,i,i,i,4,i,0.0,i
Cc1cc(C)n(-c2nc3ccccc3c(=O)n2OCC(=O)OCc2ccccc2)n1,i,/,i,i,/,/,i,12,i,0.8,i
CC(C)(C)NC(=O)c1ccc2c(c1)N(CC(=O)N1CCCC1)C(=O)C(C)(C)O2,i,i,i,i,i,i,i,0,i,-1.5,i
Cc1ccc(CNC(=O)C2CCN(S(=O)(=O)c3c(C)noc3/C=C/c3ccco3)CC2)cc1,i,i,i,i,i,i,i,38,i,-0.3,i
CC(NC(=O)c1ccc(OC2CCN(C(=O)c3cccnc3)CC2)cc1)C1CC1 (stereo unspecified),i,i,i,i,i,i,i,12,i,0.0,i
O=C(NC1CC2CCCC(C1)N2Cc1ccc(F)cc1)c1ccc(F)cc1 (stereo unspecified),i,i,i,i,i,i,i,8,i,-1.8,i
Cc1ccc(CC(=O)N2CCN(C(=O)c3ccco3)CC2)cc1,i,i,i,i,i,i,i,21,i,0.0,i
Cc1cc(C)n(CC(=O)N/N=C/c2ccccn2)n1,i,i,i,i,i,i,i,25,i,-0.4,i
O=c1[nH]ncc(N2CCCC2)c1Cl,i,i,i,i,i,i,i,11,i,-0.2,i
Cc1c(NC(=O)CCC(=O)N2CCCCC2)c(=O)n(-c2ccccc2)n1C,i,i,i,i,i,i,i,23,i,0.1,/
O=C(COC(=O)CCc1nc2ccccc2c(=O)[nH]1)Nc1ccccc1Cl,i,i,i,i,i,i,i,-6,i,-0.3,i
Cc1cc(C)c(C)c(S(=O)(=O)NCC(=O)NCc2ccco2)c1C,i,i,i,i,i,i,i,12,i,0.0,i
O=C(N/N=C/C1=C(N2CCOCC2)C(=C\c2ccccc2)/CC1)Nc1ccccc1,i,i,i,i,i,i,i,15,i,-0.7,i
Cn1c2ccccc2c2nnc(SCc3nnc(-c4ccccc4)o3)nc21,i,i,i,i,i,i,i,5,i,0.1,i

# Part of the list above, limited to TRPC6 inhibitor, AI-2 QS modul and PolyA inh:
Compound	TRPC6 inhibitor	AI-2 QS modul	PolyA inh
Cn1c2ccccc2c2nnc(SCc3nnc(-c4ccccc4)o3)nc21	i	5	i
CCOC(=O)/C=C1\SCC(=O)N1CC(=O)Nc1cccc(F)c1	i	4	i

# The list is partial; count on the stated rates, not on these rows.
